From PubChem
TAAR1 ag = human TAAR1 agonists, primary screen, Fluo-8 calcium fluorescence, CHO RD-HGA16 cells. hit rate 0.99% among 360,000. activation, % at 3 µM. vehicle wells 0%, saturating PEA agonist 100%. Trace amine-associated receptor 1 (Homo sapiens), Q96RJ0;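 active means activation above the mean activation of all test compounds in the run plus 3 SD, cut at about 38% in these data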
Target sequence (Q96RJ0 whole entry, looked up): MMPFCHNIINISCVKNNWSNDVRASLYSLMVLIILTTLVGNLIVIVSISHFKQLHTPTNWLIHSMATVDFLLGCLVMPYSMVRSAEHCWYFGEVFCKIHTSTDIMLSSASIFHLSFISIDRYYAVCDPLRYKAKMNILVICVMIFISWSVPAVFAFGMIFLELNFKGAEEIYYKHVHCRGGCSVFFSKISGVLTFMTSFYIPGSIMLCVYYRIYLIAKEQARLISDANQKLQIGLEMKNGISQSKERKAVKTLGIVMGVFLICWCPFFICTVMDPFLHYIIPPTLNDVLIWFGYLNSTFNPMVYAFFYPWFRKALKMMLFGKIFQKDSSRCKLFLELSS
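Repeats: no replicates (n 1) | Material: CHO-derived RD-HGA16 cells with stable Gα16 and human TAAR1 | Technique: Kinetic Fluo-8 calcium fluorescence | Schedule: 17-24 h seeding, 75 min 37 °C dye, 30 min RT | Evaluation: % activation from peak over basal fluorescence ratio, DMSO-to-PEA scaled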
V1aR counter = agonists of human V1a receptor, primary screen, counter-screen for OXTR agonist project, fluorescence, CHO-V1R cells | Vasopressin V1a receptor (Homo sapiens), P37288 | Fluo-8 calcium fluorescence, agonist mode; 0% DMSO, 100% 3 nM vasopressin | activation, % at 3 µM | hit rate 0.25% among 320,000;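 active means activation above the mean activation of all tested compounds plus 3 SD, per screening run, cut at about 20% in these data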;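 further: signal is peak over basal fluorescence ratio across a 100 second FLIPR read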
Target sequence (P37288 whole entry, looked up): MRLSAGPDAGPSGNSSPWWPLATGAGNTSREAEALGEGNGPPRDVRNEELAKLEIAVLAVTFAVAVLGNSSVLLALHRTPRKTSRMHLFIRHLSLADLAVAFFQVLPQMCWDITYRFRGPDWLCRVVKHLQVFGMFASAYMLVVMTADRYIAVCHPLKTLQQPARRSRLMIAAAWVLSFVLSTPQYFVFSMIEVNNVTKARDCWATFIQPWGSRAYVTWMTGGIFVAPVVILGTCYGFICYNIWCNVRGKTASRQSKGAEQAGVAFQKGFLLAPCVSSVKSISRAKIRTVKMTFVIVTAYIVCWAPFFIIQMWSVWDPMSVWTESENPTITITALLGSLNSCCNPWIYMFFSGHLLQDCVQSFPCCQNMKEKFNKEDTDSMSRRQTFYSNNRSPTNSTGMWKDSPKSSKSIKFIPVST
CHRM1 antagonist = human M1 muscarinic receptor antagonists, primary screen, CHO-K1 cells, Fluo-8 calcium fluorescence, 1536-well | CHO-K1 hM1, ACh EC80 antagonist | inhibition, % at 3 µM | hit rate 1.3% among 360,000 | AID 588852, 2011 | Muscarinic acetylcholine receptor M1 (Homo sapiens), P11229;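 active means percent inhibition above its own plate's cutoff, namely the mean of that plate's compound wells plus 3 SD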;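 further: peak over basal fluorescence ratio during 140 s after agonist addition; 0% = ACh EC80 plus DMSO and 100% = DMSO alone without agonist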
CHO parental Ca = ATP-evoked calcium signal inhibitors, parental CHO, primary screen, counter-screen for OX1R antagonist project, cell-based, fluorescence, Fluo-8 calcium dye | inhibition, % at 5.6 µM | hit rate 0.63% among 330,000 | parental CHO-K1, ATP-induced calcium, Fluo-8 fluorescence;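 active means inhibition above that plate's mean sample inhibition plus 3 SD, cut at about 26% in these data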;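 further: 0% = ATP-challenged DMSO wells and 100% = DMSO wells without ATP; some compounds past the cut are filed as inactive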
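Material – parental CHO cells · Reagent – ATP stimulus · Compound – single nominal dose of 5.6 µM per compound · Detection – Fluo-8 fluorescence · Read-out basis – percent inhibition of calcium signal · Controls – ATP-challenged DMSO wells low, unchallenged DMSO wells high · Repeats – no replicates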
OXTR ag = human OXTR agonists, primary screen, fluorescence, CHO-OTR cells, Fluo-8 calcium; activation, % at 3 µM; hit rate 0.32% among 320,000; Oxytocin receptor (Homo sapiens), P30559; AID 2435, 2010; Fluo-8 calcium fluorescence; normalized: DMSO 0%, oxytocin 100%;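 active means activation above the mean of all tested compounds plus 3 SD, cutoff set per screening run, cut at about 20% in these data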;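 further: peak over basal fluorescence ratio from a 100 s FLIPR kinetic read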
CHRM1 agonist = human M1 muscarinic receptor agonists, primary screen, Fluo-8 calcium fluorescence, CHO-K1 cells, HTS | Muscarinic acetylcholine receptor M1 (Homo sapiens), P11229 | CHO-K1 hM1, agonist mode; 0% DMSO, 100% acetylcholine EC100 | activation, % at 3 µM | hit rate 0.33% among 360,000;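 active means activation above the run's mean compound activation plus 3 SD, cut at about 16% in these data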;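 further: peak over basal fluorescence ratio within a 140 s kinetic read after compound addition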
OXTR potentiate = human OXTR potentiators, primary screen, fluorescence, CHO-OTR cells, Fluo-8 calcium; hit rate 0.061% among 320,000; activation, % at 3 µM; AID 2445, 2010; Fluo-8 calcium fluorescence, potentiator mode; 0% = oxytocin EC15, 100% = EC100; Oxytocin receptor (Homo sapiens), P30559;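 active means activation above that plate's cutoff, the mean activation of tested compounds plus 3 SD, cut at about 6.6% in these data, passing the limit was not always enough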;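 further: 100% uses oxytocin at 75 nM as the full agonist control; some results filed as inactive read as strong as hits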
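assay system = CHO-OTR cells, human receptor | schedule = compound 6 min at room temperature before oxytocin, 100 s read | detection = Fluo-8 intracellular calcium fluorescence, ex 470-495, em 515-575 nm | evaluation = normalized max/min fluorescence ratio, % activation | control set = EC15 oxytocin alone as 0%, 75 nM oxytocin (EC100) as 100%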
CHRM1 PAM = human M1 muscarinic receptor positive allosteric modulators, primary screen, CHO-K1 cells, Fluo-8 calcium fluorescence, 1536-well; Muscarinic acetylcholine receptor M1 (Homo sapiens), P11229; CHO-K1 hM1, ACh EC20; 0% = ACh EC20, 100% = maximal ACh; activation, % at 3 µM; hit rate 0.088% among 360,000; in the data active means activation above about 19%, passing the limit was not always enough
TAAR1 antag = human TAAR1 antagonists, primary screen, Fluo-8 calcium fluorescence, CHO RD-HGA16 cells | Trace amine-associated receptor 1 (Homo sapiens), Q96RJ0 | inhibition, % at 3 µM | hit rate 1.5% among 360,000 | antagonist;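 active means inhibition above a per-plate cutoff, the mean inhibition of test compounds on that plate plus 3 SD, cut at about 49% in these data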;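 further: 0% = DMSO plus EC80 beta-PEA response and 100% = DMSO alone without agonist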
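Test system: hTAAR1-expressing CHO RD-HGA16 cells, Gα16-coupled; Probe or stimulus: EC80 β-phenethylamine stimulus; Compound dosing: single nominal final test compound concentration of 3 µM; Timing: 140 s kinetic read after compound, 140 s after agonist; Signal: Fluo-8 calcium-sensitive fluorescence; Measure: % inhibition of agonist calcium response; Controls: DMSO and EC80 PEA controls.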
* marks the source's active call; other numbers are inactive results; nt = no result given.

SMILES	TAAR1 ag	V1aR counter	CHRM1 antagonist	CHO parental Ca	OXTR ag	CHRM1 agonist	OXTR potentiate	CHRM1 PAM	TAAR1 antag
CCc1cccc(CC)c1NC(=O)CCCSc1nc2ccccc2s1	2	-0.8	-4	-7	-0.4	-7	-5	-3	6
Cc1ccc(-c2[nH]ncc2/C=C(\C#N)C(=O)NC2CCCCC2)cc1	3	0.2	0	-19	-1.9	-6	-14	0	28
c1ccc(-c2noc(COc3ccc4c(c3)OCO4)n2)cc1	6	-0.4	-5	3	-0.8	-4	-19	2	-1
C=CCn1c(SCC(=O)N(C)CC(=O)Nc2ccc(C)cc2)nnc1-c1ccncc1	2	0.8	14	-9	0.6	-2	-3	-7	2
COc1ccc(-c2csc(/C(C#N)=C/Nc3cc4oc5ccccc5c4cc3OC)n2)cc1	4	1.4	-6	-5	0.2	-2	0	7	-4
Cc1cc2cc(CNC(=S)Nc3ccc(OC(F)F)cc3)ccc2n1C	9	0.8	-11	4	0.2	-6	-7	11	-36
COc1ccc2c(c1)sc(N)[n+]2Cc1cc(C)cc2cccnc12	12	4.3	65*	-5	3.1	-7	-7	-23	9
COc1ccc(/C=N/NC(=O)C(=O)NCc2cccnc2)cc1OC	-6	-0.3	-13	1	-2.3	-2	-5	10	-20
CC(=O)NC(C)C12CC3CC(CC(C(=O)O)(C3)C1)C2 (configuration not stated)	12	0.1	-2	-7	0.8	-4	-2	4	-9
C=C[C@@]1(C)CC(=O)[C@]2(O)[C@@]3(C)[C@@H](O)CCC(C)(C)[C@@H]3[C@H](O)[C@H](OC(C)=O)[C@@]2(C)O1	11	-0.5	-26	-11	-1.7	-1	3	3	46
CCN1CCN(Cc2nc3cc(NC(=O)COc4ccc([N+](=O)[O-])cc4)ccc3n2C)CC1	0	-0.3	61*	3	0.4	-6	-8	-16	-27
O=C(CN1C(=O)NC2(CCCCC2)C1=O)NNC(=O)C1CC1	0	0.9	-7	3	0.5	-1	-9	6	11
CCc1ccccc1NC(=O)CC1S/C(=N\c2nccs2)N(CC)C1=O (configuration not stated)	3	-0.2	-4	-12	0.5	-6	-5	11	12
CNC(=S)Nn1cnc2ccccc21	5	0.1	-24	-6	0.9	3	-2	21	-7
O=C(CN1C(=O)NC2(CCCCCC2)C1=O)Nc1ccc(Cl)cc1Cl	-1	-0.3	-21	-34	-0.8	-3	-7	13	-13
Cc1ccc(C(=O)OCC(=O)Nc2c(C)nn(-c3ccccc3)c2C)c(O)c1	3	nt	-14	nt	nt	0	nt	5	-18
COc1cccc(C(c2c(C)[nH]n(-c3ccccc3)c2=O)c2c(C)[nH]n(-c3ccccc3)c2=O)c1O	2	1.4	-13	-15	1.5	-4	-5	13	11
CCC1(C)NC(=O)N(CC(=O)Nc2sc3c(c2C(N)=O)CCC3)C1=O (configuration not stated)	6	1.6	1	-8	-0.9	0	-14	2	-15
CC(=O)N1CCCN(Cc2cn(-c3ccc(C)cc3)nc2-c2ccc(F)cc2)CC1	5	-0.5	-9	-24	0.9	-7	0	7	-25
CC1CCN(C(c2ccc(N(C)C)cc2)c2nnnn2C(C)(C)C)CC1 (configuration not stated)	-1	-0.1	-15	-16	0.3	-3	-8	8	-4

A draw from above in order of number of heavy atoms, high to low:
SMILES	TAAR1 ag	V1aR counter	CHRM1 antagonist	CHO parental Ca	OXTR ag	CHRM1 agonist	OXTR potentiate	CHRM1 PAM	TAAR1 antag
CC(=O)N1CCCN(Cc2cn(-c3ccc(C)cc3)nc2-c2ccc(F)cc2)CC1	5	-0.5	-9	-24	0.9	-7	0	7	-25
CCc1ccccc1NC(=O)CC1S/C(=N\c2nccs2)N(CC)C1=O (configuration not stated)	3	-0.2	-4	-12	0.5	-6	-5	11	12
O=C(CN1C(=O)NC2(CCCCC2)C1=O)NNC(=O)C1CC1	0	0.9	-7	3	0.5	-1	-9	6	11

Of the compounds above, these have an aryl methoxy group.
SMILES	TAAR1 ag	V1aR counter	CHRM1 antagonist	CHO parental Ca	OXTR ag	CHRM1 agonist	OXTR potentiate	CHRM1 PAM	TAAR1 antag
COc1ccc(-c2csc(/C(C#N)=C/Nc3cc4oc5ccccc5c4cc3OC)n2)cc1	4	1.4	-6	-5	0.2	-2	0	7	-4
COc1ccc2c(c1)sc(N)[n+]2Cc1cc(C)cc2cccnc12	12	4.3	65*	-5	3.1	-7	-7	-23	9
COc1ccc(/C=N/NC(=O)C(=O)NCc2cccnc2)cc1OC	-6	-0.3	-13	1	-2.3	-2	-5	10	-20
COc1cccc(C(c2c(C)[nH]n(-c3ccccc3)c2=O)c2c(C)[nH]n(-c3ccccc3)c2=O)c1O	2	1.4	-13	-15	1.5	-4	-5	13	11

Next entries.
SMILES	TAAR1 ag	V1aR counter	CHRM1 antagonist	CHO parental Ca	OXTR ag	CHRM1 agonist	OXTR potentiate	CHRM1 PAM	TAAR1 antag
COc1ccc(NC(=O)Cn2nc(C(F)(F)F)c3c2CCCC3)cc1OC	10	4.4	28	-4	5.2	-3	-3	-15	18
CCOC(=O)Oc1ccc(C(=O)OCCCN(C)C)cc1OC	0	0.7	-16	0	-0.1	-8	-10	9	17
CCN(CC)S(=O)(=O)c1ccc(C(=O)OCC(=O)NCCN2C(=O)CSC2=O)cc1	0	0.6	-5	-8	0.4	-6	0	3	-4
Cc1ccc(SCC(=O)OCC(=O)NCCc2ccccc2)cc1C	10	0.2	-12	-3	0.2	-3	-3	9	7
O=C1NC2C(NC(=O)N2C2CCCCC2)N1C1CCCCC1 (configuration not stated)	-1	1.0	-17	11	1.4	3	1	11	-8
CN(C)S(=O)(=O)c1ccc(N=Cc2c(C(F)(F)F)[nH][nH]c2=O)cc1	7	-0.3	2	-6	0.3	-7	-5	7	-16
Cc1cc(Nc2cccc(F)c2)n2ncnc2n1	1	-0.1	-12	-9	0.5	-2	0	1	-22
O=C(CN1C(=O)c2ccccc2S1(=O)=O)NCCSCc1cccc(Cl)c1	1	4.5	6	-14	2.0	6	-8	5	-11
Cc1ncsc1C(=O)N1N=C2/C(=C/c3ccccc3)CCCC2C1c1ccccc1 (configuration not stated)	-2	0.3	3	-29	0.1	-6	-4	-1	7
COc1cccc(/C=N/NC(=O)CN(C2=NS(=O)(=O)c3ccccc32)c2ccccc2)c1	1	1.6	-7	-12	0.5	-5	-5	6	12
O=C1c2ccccc2C(=O)N1CCCc1cn(C[C@H]2CC[C@H](Cn3cc(CCCN4C(=O)c5ccccc5C4=O)nn3)O2)nn1	12	nt	-10	-26	nt	-5	nt	-1	21
Cc1cc(N2CCN(c3ccccc3)CC2)nc(NCc2ccccc2)n1	20	1.4	-15	-17	12	1	-9	5	0
Cc1ccc(S(=O)(=O)N2CCCC(c3nnc4n3-c3ccccc3SC4)C2)cc1 (configuration not stated)	9	0.5	-3	-29	-1.9	-3	-7	5	13
COc1ccc(OC)c(C2NC(=O)NC(C)=C2C(=O)OC2CCCCC2)c1 (configuration not stated)	2	-0.9	-3	-33	-0.9	-4	-2	4	-13
O=C(COC(=O)Cn1cnc2ccccc2c1=O)Nc1ccccc1Sc1ccc(Cl)cc1	1	2.8	3	-25	-0.2	-8	-5	-1	26
O=C(Nc1ccccc1)N(C1=NCCCCS1)c1cccc2ccccc12	12	-0.1	1	-8	-0.8	-4	-12	5	-11
CCCCCCCCn1ccc(=N)cc1	0	1.6	-10	22	0.8	-8	0	12	7
Cc1ccnc(NC(=O)CNC(=O)c2ccc(Br)o2)c1	1	0.3	-2	9	-0.2	-2	-9	5	-13
O=C(NCc1ccccc1)N1CCN(c2ccccc2)CC1	4	1.7	-1	-9	0.4	1	-8	9	0
CCOc1ccc(OCc2ccc(C(=O)Nc3cccc(C)n3)o2)cc1	11	-0.7	-2	-27	-1.4	-7	-1	-1	16

Quoted from the listing:
CCOC(=O)Oc1ccc(C(=O)OCCCN(C)C)cc1OC – OXTR ag = -0.1
Cc1cc(Nc2cccc(F)c2)n2ncnc2n1 – OXTR potentiate = 0
O=C1c2ccccc2C(=O)N1CCCc1cn(C[C@H]2CC[C@H](Cn3cc(CCCN4C(=O)c5ccccc5C4=O)nn3)O2)nn1 – TAAR1 ag = 12
O=C(Nc1ccccc1)N(C1=NCCCCS1)c1cccc2ccccc12 – OXTR potentiate = -12

(cont.)
SMILES	TAAR1 ag	V1aR counter	CHRM1 antagonist	CHO parental Ca	OXTR ag	CHRM1 agonist	OXTR potentiate	CHRM1 PAM	TAAR1 antag
Cc1cc(Nc2c(C)n(C)n(-c3ccccc3)c2=O)n2c(nc3cc(F)c(F)cc32)c1C#N	nt	0.3	nt	-8	0.0	nt	0	nt	nt
N/C(=N\OC(=O)CCC1CCCC1)c1cccnc1	3	-0.5	-4	-7	-0.1	1	2	5	-4
COC(=O)CSc1nc(-c2ccc(F)cc2)cc(C(F)(F)F)n1	-6	-1.4	-13	-21	-2.2	-4	-1	8	-2
O=C(O)Cc1ccccc1C(=O)O	10	0.0	-11	-3	0.0	-1	0	11	0
CCNC(=S)Nc1ccc(-c2nc3ccccc3[nH]2)cc1	17	-0.1	-3	12	0.3	-7	-6	4	-1
Clc1ccc(CSc2ccc(-c3ccccn3)nn2)cc1	-1	-0.3	-8	-11	-0.1	-2	-5	2	-3
COc1cccc(NC(=O)c2ccc3c(c2)OCO3)c1	1	0.6	-13	-12	2.4	-2	3	10	2
CN1/C(=C\C(=O)COC(=O)CNC(=O)c2ccc3ccccc3c2)C(C)(C)c2ccccc21	2	1.8	4	9	-1.1	-9	-12	-1	28
Cc1occc1C(=O)Nc1cccnc1	6	0.8	-12	-6	0.0	-3	-8	8	12
CN(c1ccccc1C(=O)NCc1ccccn1)S(C)(=O)=O	0	-0.7	4	-12	0.5	-2	-12	3	8
CCOC(=O)c1c(C)c(C(=O)NCc2ccc3c(c2)OCO3)c(C)n1CC	0	-0.4	3	-24	-2.1	-9	-8	-2	-9
O=C(NCc1ccco1)c1ccc(Cl)cc1[N+](=O)[O-]	2	nt	-1	nt	nt	-7	nt	2	-10
